Assay outcomes as filed in PubChem BioAssay.
eIF4E-4G inh – eIF4E–eIF4G protein interaction inhibitors, primary screen, biochemical, uHTS, TR-FRET, eIF4GI fragment; TR-FRET eIF4E-eIF4GI(517-606) binding, 2 h; inhibition, % at 21.7 µM; 220,000 tested, 0.37% active;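 also: 0% = full FRET control wells and 100% = background wells lacking eIF4GI fragment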
hK5 inh – human KLK5 protease inhibitors, primary screen, biochemical, 1536-well. inhibition, % at 5 µM. 210,000 tested, 0.59% active. Kallikrein-5 (Homo sapiens), Q9Y337. recombinant hK5, fluorogenic AMC substrate cleavage;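 active = inhibition of 40% or more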;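 also: 0% = enzyme controls without compound and 100% = no-enzyme blanks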
thrombin 1536 – human alpha-thrombin inhibitors, primary screen, counter-screen for coagulation protease inhibitor project, biochemical, 1536-well, fluorogenic AMC substrate; 220,000 tested, 0.26% active; Boc-VPR-AMC fluorogenic substrate cleavage; inhibition, % at 5 µM; Prothrombin (Homo sapiens), P00734;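 active = inhibition at or above 40%; inactive = inhibition below 40%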;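 also: 0% = enzyme with no compound and 100% = wells without enzyme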
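Material: human alpha-thrombin protein. Incubation: reaction at ambient temperature. Technique: fluorescence of released AMC, ex 355 nm, em 460 nm. Control set: no-compound enzyme wells and no-enzyme blanks. Also added: Boc-VPR-AMC substrate, 15 µM final. Buffer or medium: pH 7.5 Tris (50 mM) with NaCl 150 mM, Tween 20 0.05%.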
Rad51 HR inh – human RAD51 strand exchange inhibitors, primary screen, biochemical, fluorescence | 200,000 tested, 0.085% active | AID 1385, 2008 | inhibition, % at 10 µM | hRad51 DNA strand exchange, fluorescence dequenching | DNA repair protein RAD51 homolog 1 (Homo sapiens), Q06609;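 active = inhibition above 40% at the single screening dose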;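 also: 0% = DMSO control wells and 100% = blanks with heterologous ssDNA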
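System: human Rad51 nucleoprotein filaments preassembled on unlabelled ssDNA. Reagent: labelled 47-mer dsDNA for strand exchange. Schedule: 30-min compound preincubation and 15-min exchange, both room temperature. Measured by: FRET fluorescence dequenching, excitation 485 nm, emission 520 nm. Read-out: Fluorescence-based percent inhibition, control- and blank-normalised. Benchmarks: plate controls and plate blanks.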
14-3-3 Bad PPI – inhibitors of 14-3-3 zeta/Bad binding, primary screen, biochemical, TR-FRET, bovine 14-3-3 zeta. TR-FRET 14-3-3zeta/Dy647-pBad peptide displacement, 1 h. inhibition, % at 21.7 µM. 220,000 tested, 0.71% active. AID 781, 2007;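 active = inhibition above about 70%, limit read from the data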;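 also: 0% = full 14-3-3 plus peptide FRET controls and 100% = background without 14-3-3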
KCC2 mod – KCC2 cotransporter modulators, thallium flux, primary screen, cell-based, HEK293 KCC2, FluoZin-2 fluorescence, MLSMR; KCC2 cells, thallium flux FluoZin-2 fluorescence; Solute carrier family 12 member 5 (Homo sapiens), Q9H2X9; B-score of Tl+ flux slope (higher = more flux/activation; lower = inhibition) at 10 µM; 190,000 tested, 2.2% active;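 active = thallium flux slope and its plate-corrected score both differing from the plate sample mean at a set confidence after two filtering rounds, in either direction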;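 also: slope of fluorescence scaled to starting intensity during 10 to 20 s after thallium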
Furin inh – human furin inhibitors, primary screen, biochemical, fluorescence intensity; P09958; purified furin, fluorogenic substrate cleavage; inhibition, % at 30 µM; 220,000 tested, 0.061% active; in the data active = inhibition above about 25%; also: inactives centre near -15
EBV gp42 block – Epstein-Barr virus gp42 inhibitors, primary screen, biochemical, uHTS, fluorescence polarization | Glycoprotein 42 (Epstein-Barr virus (strain AG876)), Q1HVG2 | Fluorescence polarization binding assay, mP read-out | inhibition, % (tested at 21.74 µM) | 220,000 tested, 0.42% active; in the data active = inhibition above about 50%
NCF1 inh – p47phox/p22phox peptide binding inhibitors, primary screen, biochemical, uHTS, NADPH oxidase regulatory subunit; 220,000 tested, 0.53% active; AID 1274, 2008; fluorescence polarization, 2 h; inhibition, % at 24.7 µM;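 also: 0% = p47phox with labelled peptide and 100% = labelled peptide alone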
An asterisk follows results filed as active; . = not tested or not shown; [ ] = dose if it differs, or a comment.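 The calls were made as follows, unless noted: active = inhibition above about 30% (limit read from the data); inactive = the rest.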

SMILES	eIF4E-4G inh	hK5 inh	thrombin 1536	Rad51 HR inh	14-3-3 Bad PPI	KCC2 mod	Furin inh	EBV gp42 block	NCF1 inh
COc1cc(NC(=S)NCCCO)c(OC)cc1Cl	-9	.	2	.	-6	-0.099	-29	-16	-14
CN(C)S(=O)(=O)c1ccc(Cl)c(NC(=O)COC(=O)CCC(=O)c2cccs2)c1	7	12	27	-18	-1	-2	3	-6	-9
Cc1c(C(=O)N/N=C/C(C)C)[nH]c2c([N+](=O)[O-])cccc12	-1[fluorescence artefact?]	-5	-5	7	29	1	-20	-15	-15
CCOC(=O)c1cnn(-c2ncnc3c2cnn3C)c1N	-2	0	-9	.	-2	0.49	-20	-18	-4
COc1ccc(CN2CC(=O)N(c3ccccc3C)C2=S)cc1OC	-5	-1	2	-1	-5	0.73	-25	0	0
CCOc1ccc(S(=O)(=O)N(CC(=O)N2CCc3ccccc32)Cc2ccco2)cc1	7	-23	-3	-14	6	-1.6	-14	7	-10
Cc1ccc(S(=O)(=O)N2CCC(=O)N(CCOCc3ccc(F)cc3)CC2)cc1	4[fluorescence artefact?]	-2	0	4	-8	-0.76	-12	-15	-3
O=C(Oc1ccc2c3c(c(=O)oc2c1)CCC3)c1ccccc1[N+](=O)[O-]	4	-1	-7	-1	11[fluorescence artefact?]	0.29	-12	-2	-4
Cc1ccc(/C=C2/C(=O)c3ccc(C(=O)O)cc3C2=O)o1	6	-2	-7	11	13	-2.4	-2	-14	-32
Cc1ccc(O)c(NC(=S)NC(=O)COc2ccc(Br)cc2)c1	0	26	-2	-2	0	-0.64	-10	10	-10
COc1ccc(NCc2ccc([N+](=O)[O-])s2)cc1	3	1	-2	12	27[fluorescence artefact?]	0.047	-16	-15	-5
CC/C(=N\NC(N)=O)c1ccc(OC)c(OC)c1	2	3	-2	10	3	0.32	-13	4	-12
CCCOc1ccc(C(=O)N2CCN(c3ccc(N)cc3Cl)CC2)cc1	-12	-10	1	1	-4	.	-18[20 µM]	-5	-7
CC1CCCCC1NC(=O)CCCn1c(=S)[nH]c2ccccc2c1=O (stereo unspecified)	-1	4	-10	-12	-4	0.47	-20	-10	-1
COc1cc(-c2cc(C(=O)NN3CCN(C)CC3)c3ccccc3n2)cc(OC)c1OC	15	-26	-4	10	16	-1.3	-1	-49	0
Cc1cccc(/C(N)=N/OC(=O)N2CCOCC2)c1	3	2	-5	2	3	1.1	-16[20 µM]	-3	-4
CCCNC(=O)c1cn(CC)c2cc(N3CCN(C)CC3)c(F)cc2c1=O	6	-31	-8	5	-14[fluorescence artefact?]	0.024	-13[20 µM]	-8	-5
CC(=O)NCCC(=O)N1CCCC(C(=O)c2ccc3c4c(cccc24)CC3)C1 (stereo unspecified)	1	-1	1	-2	2	0.27	-21	-13	0
NC(=O)CSc1ccc(F)cc1	15	-5	-12	-2	2	-0.77	-7	-6	5
COC(=O)c1[nH]c2cc(OC)ccc2c1NC(=O)c1nonc1C	-1	-2	2	6	17[fluorescence artefact?]	0.85	-15[20 µM]	-6	-7
C=CCn1c(SCC(=O)NC(C)(C)C)nnc1-c1ccccc1O	-2	-6	4	-11	7	0.44	-7[20 µM]	-11	-6
OCc1nc2ccccc2n1C/C=C/c1ccccc1	3	4	1	1	26	0.94	-9	-11	-16
COc1ccc(Cl)cc1NC(=O)Nc1cn(C)nc1C	-4	57*	6	3	-10	1.3	-2	0	-8
Cc1cc(C)nc(SCC(=O)N/N=C/C=C/c2ccccc2)n1	2[fluorescence artefact?]	-4	-3	5	4	-1	-20	-5	16
C[N+](C)(C)CCCCCCCCCC[N+](C)(C)C	0	8	.	-4	1	-0.53	-5	-11	1
Next section
SMILES	eIF4E-4G inh	hK5 inh	thrombin 1536	Rad51 HR inh	14-3-3 Bad PPI	KCC2 mod	Furin inh	EBV gp42 block	NCF1 inh
O=C(Nc1ccc(Cl)cc1)Nc1ccc(C(=O)N2CCOCC2)cc1	2	3	3	3	0	0.87	-20	2	1
CC1(C)CC(=O)C(C(C2=C(O)CC(C)(C)CC2=O)c2cccc(O)c2)C(=O)C1 (stereo unspecified)	2	1	2	1	27	0.91	-20	-18	-3
COC(=O)c1ccccc1NC(=O)c1ccc2c(c1)OCCO2	16[fluorescence artefact?]	-11	-1	-1	8	0.62	-23[20 µM]	5	-7
Nc1nc2c(F)c(F)c(F)cc2s1	-1	4	0	6	-1	0.77	-6	-5	5
O=C(c1ccc(Cl)c(Cl)c1)N(Cc1ccco1)c1ccc(O)cc1	4	-5	2	-7	1	-1.2	-15[20 µM]	-13	-6
Cc1[nH]c(=O)c(C#N)c2c1CCCC2	-3	-11	-3	5	18	-0.034	-14[20 µM]	-22	-9
N#CC1=C(SCC(=O)c2ccccc2)NC2=C(C(=O)CCC2)C1c1ccco1 (stereo unspecified)	-1	-18	-2	.	-2[fluorescence artefact?]	-1.6	2	1	-6
Cc1c(C)c2cc3c4c(oc3c(C)c2oc1=O)CCCC4	-7	-5	2	-1	19[fluorescence artefact?]	.	-14	-13	-4
O=C(/C=N/O)NCc1ccncc1	-3	-14	0	-15	-2	.	-13[20 µM]	-11	3
Cn1c2c(c(=O)n(C)c1=O)C(c1cccc(F)c1)C(C#N)=C(N)O2 (stereo unspecified)	-4	7	-7	2	-3	0.64	-13	-15	-1
Clc1ccc(-c2nnc(CCc3ccccc3)o2)c(Cl)c1	4	-18	0	4	26	-1.1	-7[20 µM]	-8	0
CSc1ncccc1C(=O)Nc1ccc(OC(F)(F)F)cc1	4	-8	-3	-9	-5	0.16	-15	-9	-8
Cc1ccc(C(=O)NC2=NCCS2)cc1	-15	4	-1	-5	1	-0.062	-28	-20	-15
CC1(C)CC(=O)C(C=NCCN2CCN(CCc3ccccc3)CC2)=C(O)C1	6	5	-8	-2	-5[fluorescence artefact?]	-0.16	-15[20 µM]	-14	-8
CCc1ccc(C(=O)COC(=O)c2cnc(C)cn2)cc1	-1	-2	-4	-14	-11	.	-14	1	2
Cc1cc(C)nc(-n2ncc3c2CC(c2ccc(F)cc2)CC3=O)n1 (stereo unspecified)	1	0	1	.	-17	.	-13	-18	-2
Cc1ccc2oc(-c3cc(NC(=O)c4ncn[nH]4)ccc3O)nc2c1	17	.	0	-2	6	2.3	-2	1	-14
COc1ccc(N=C2C(=Nc3ccc(OC)cc3)N(c3ccc(OC)cc3)C(=S)N2c2ccccc2)cc1	-2	5	9	5	3	-0.4	-4[20 µM]	-4	-7
COCCNC(=O)COC(=O)c1ccc(S(=O)(=O)N2CCOCC2)cc1	3	.	-1	.	-6	0.32	-21	-11	-2
CCCOc1cccc(-c2nc3ccccc3c(=O)o2)c1	1	-1	-6	9	-2	-0.7	-12	-1	-5
Cc1cc2nc(CCN(Cc3cccnc3)C(=S)Nc3ccccc3)[nH]c2cc1C	2	-24	-7	-7	-19[fluorescence artefact?]	.	-24[20 µM]	2	-25
COc1ccc(S(=O)(=O)N2CCCCC2)cc1NC(=S)Nc1ccccc1	4	-29	-1	-4	-14	-0.2	-11	1	-7
Cc1ccc(NC(=O)COc2ncnc3ccccc23)cc1S(=O)(=O)N1CCOCC1	-5	-11	-4	.	5	-0.39	-12	2	-5
CN(c1ccccc1)S(=O)(=O)c1cccc(C(=O)Nc2ncn[nH]2)c1	-2	-4	-2	2	-10	0.017	-12	-24	-9
O=C(CSc1nnc(-c2ccccc2)n1Cc1ccccc1)NNC(=O)c1ccccc1O	-4	-206	-5	.	9	-2.1	-19	2	-14
CCCn1nnc(NC(=O)c2ccc([N+](=O)[O-])cc2Cl)n1	-4	16	1	.	-3	-0.21	-13	-2	0
Cc1ccc(S(=O)(=O)N2CCC(C(=O)N[C@@H](C)C(=O)NC3CCS(=O)(=O)C3)CC2)cc1 (stereo partly specified)	3	-1	1	2	-4	0.36	-19	-1	-4
CC1CC(C)CN(C/C=C/c2ccccc2[N+](=O)[O-])C1 (stereo unspecified)	6	-1	-2	7	13	.	2[20 µM]	-25	-9
O=C(COc1ccc(-c2ccccc2)cc1)N1CCN(S(=O)(=O)Cc2ccccc2)CC1	0	-9	3	-5	5	0.075	-13[20 µM]	-2	-2

A section taken from the entries so far, for reference:
SMILES	eIF4E-4G inh	hK5 inh	thrombin 1536	Rad51 HR inh	14-3-3 Bad PPI	KCC2 mod	Furin inh	EBV gp42 block	NCF1 inh
COc1cc(NC(=S)NCCCO)c(OC)cc1Cl	-9	.	2	.	-6	-0.099	-29	-16	-14
CN(C)S(=O)(=O)c1ccc(Cl)c(NC(=O)COC(=O)CCC(=O)c2cccs2)c1	7	12	27	-18	-1	-2	3	-6	-9
Cc1c(C(=O)N/N=C/C(C)C)[nH]c2c([N+](=O)[O-])cccc12	-1[fluorescence artefact?]	-5	-5	7	29	1	-20	-15	-15
CCOC(=O)c1cnn(-c2ncnc3c2cnn3C)c1N	-2	0	-9	.	-2	0.49	-20	-18	-4
COc1ccc(CN2CC(=O)N(c3ccccc3C)C2=S)cc1OC	-5	-1	2	-1	-5	0.73	-25	0	0
CCOc1ccc(S(=O)(=O)N(CC(=O)N2CCc3ccccc32)Cc2ccco2)cc1	7	-23	-3	-14	6	-1.6	-14	7	-10
Cc1ccc(S(=O)(=O)N2CCC(=O)N(CCOCc3ccc(F)cc3)CC2)cc1	4[fluorescence artefact?]	-2	0	4	-8	-0.76	-12	-15	-3
O=C(Oc1ccc2c3c(c(=O)oc2c1)CCC3)c1ccccc1[N+](=O)[O-]	4	-1	-7	-1	11[fluorescence artefact?]	0.29	-12	-2	-4
Cc1ccc(/C=C2/C(=O)c3ccc(C(=O)O)cc3C2=O)o1	6	-2	-7	11	13	-2.4	-2	-14	-32
Cc1ccc(O)c(NC(=S)NC(=O)COc2ccc(Br)cc2)c1	0	26	-2	-2	0	-0.64	-10	10	-10
COc1ccc(NCc2ccc([N+](=O)[O-])s2)cc1	3	1	-2	12	27[fluorescence artefact?]	0.047	-16	-15	-5
CC/C(=N\NC(N)=O)c1ccc(OC)c(OC)c1	2	3	-2	10	3	0.32	-13	4	-12
CCCOc1ccc(C(=O)N2CCN(c3ccc(N)cc3Cl)CC2)cc1	-12	-10	1	1	-4	.	-18[20 µM]	-5	-7
